# NS3 helicase inh: inhibitors of HCV NS3 helicase, primary screen, biochemical, Cy5 molecular beacon fluorescence. Hepatitis C virus NS3 helicase. NS3 helicase DNA unwinding. inhibition, % at 10.9 µM. 290,000 tested, 0.56% active. AID 1800, 2009;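 active = inhibition above the mean of all tested compounds plus 3 SD, set per campaign, cut at about 35% in these data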;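 note: 0% = DMSO wells and 100% = thioflavine S control wells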
#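 assay system = NS3 helicase fragment of HCV | buffer or medium = MOPS pH 6.5, MgCl2, DTT, Tween20, BSA | timing = 60 min unwinding reaction at 25 °C after ATP addition | signal = Cy5 beacon fluorescence read at start and 1 h | read-out basis = % inhibition of unwinding | control set = low DMSO, high thioflavine S at 110 µM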
# DNA FID counter: compounds displacing fluorescent DNA intercalator, primary screen, artefact control for HCV NS3 helicase inhibitor project, biochemical, FID fluorescence | AID 1845, 2009 | 290,000 tested, 0.17% active | DNA fluorescent intercalator displacement | inhibition, % at 7.9 µM; in the data active = inhibition above about 37%;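 note: 0% = vehicle and 100% = reference compound; higher means more ethidium bromide displaced from hairpin DNA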
# VIM-2 inh: VIM-2 metallo-beta-lactamase inhibitors, primary screen, biochemical, epi-absorbance readout, Pseudomonas aeruginosa enzyme. purified VIM-2, nitrocefin hydrolysis, epi-absorbance fluorescence. 290,000 tested, 0.89% active. inhibition, % at 5.6 µM;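 active = inhibition above the mean of all tested compounds plus 3 SD, cutoff set per screening run, cut at about 7.5% in these data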;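 note: red hydrolysis product quenches plate fluorescence so inhibitors raise well fluorescence; 0% = enzyme with DMSO and 100% = DMSO without enzyme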
# PHOSPHO1 inh: PubChem AID 1565 | Phosphoethanolamine/phosphocholine phosphatase (Homo sapiens), Q8TCT1 | recombinant PHOSPHO1, absorbance phosphatase assay | inhibition, % at 13.3 µM | 290,000 tested, 1.1% active; in the data active = inhibition above about 60%
# Target sequence (Q8TCT1 whole entry, looked up): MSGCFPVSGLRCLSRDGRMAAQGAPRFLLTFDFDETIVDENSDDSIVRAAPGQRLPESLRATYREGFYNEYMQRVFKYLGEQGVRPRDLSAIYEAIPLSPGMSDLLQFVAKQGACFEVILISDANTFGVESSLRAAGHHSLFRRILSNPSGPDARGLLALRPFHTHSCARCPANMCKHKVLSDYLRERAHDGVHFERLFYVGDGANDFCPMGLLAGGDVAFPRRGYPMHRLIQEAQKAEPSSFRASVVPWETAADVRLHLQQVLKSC
# GPR7 antagonist: GPR7 receptor antagonists, primary screen, cell-based, fluorescence, single concentration | Neuropeptides B/W receptor type 1 (Homo sapiens), P48145 | GPR7-expressing cells, fluorescence antagonist assay | inhibition, % at 4.4 µM | 290,000 tested, 1.1% active; in the data active = inhibition above about 16%, passing the limit was not always enough;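 note: cells stimulated with the agonist NPW; 0% = agonist with vehicle and 100% = vehicle without agonist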
# Target sequence (P48145 whole entry, looked up): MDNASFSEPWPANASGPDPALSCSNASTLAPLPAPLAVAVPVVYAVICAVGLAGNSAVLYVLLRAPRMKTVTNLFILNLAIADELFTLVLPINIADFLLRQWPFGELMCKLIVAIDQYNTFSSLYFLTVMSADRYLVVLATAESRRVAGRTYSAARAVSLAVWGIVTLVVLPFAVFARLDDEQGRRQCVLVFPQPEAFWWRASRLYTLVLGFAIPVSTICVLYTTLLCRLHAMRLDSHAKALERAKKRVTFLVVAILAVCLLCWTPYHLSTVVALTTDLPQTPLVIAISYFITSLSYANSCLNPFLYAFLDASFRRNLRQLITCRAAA
# OXTR agonist: human OXTR agonists, primary screen, fluorescence, CHO-OTR cells, Fluo-8 calcium. 320,000 tested, 0.32% active. activation, % at 3 µM. AID 2435, 2010. Fluo-8 calcium fluorescence; normalized: DMSO 0%, oxytocin 100%;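 active = activation above the mean of all tested compounds plus 3 SD, cutoff set per screening run, cut at about 20% in these data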;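 note: peak over basal fluorescence ratio from a 100 s FLIPR kinetic read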
# Target sequence (P30559 whole entry, looked up): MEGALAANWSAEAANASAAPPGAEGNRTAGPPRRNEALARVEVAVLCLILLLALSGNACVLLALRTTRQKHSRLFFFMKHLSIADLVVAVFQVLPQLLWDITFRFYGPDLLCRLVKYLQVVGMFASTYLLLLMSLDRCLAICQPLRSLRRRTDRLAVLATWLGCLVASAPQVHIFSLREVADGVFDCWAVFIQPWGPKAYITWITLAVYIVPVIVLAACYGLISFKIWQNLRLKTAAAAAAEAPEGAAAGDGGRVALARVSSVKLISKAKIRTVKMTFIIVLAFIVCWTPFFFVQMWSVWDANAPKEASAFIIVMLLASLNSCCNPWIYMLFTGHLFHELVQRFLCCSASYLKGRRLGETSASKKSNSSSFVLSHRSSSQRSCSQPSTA
# IMP-1 inhibitor: IMP-1 metallo-beta-lactamase inhibitors, primary screen, biochemical, epi-absorbance readout, Pseudomonas aeruginosa enzyme | metallo-beta-lactamase IMP-1 (Pseudomonas aeruginosa) | purified IMP-1, nitrocefin hydrolysis, epi-absorbance fluorescence | inhibition, % at 5.6 µM | 290,000 tested, 0.45% active | AID 1556, 2009;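 active = inhibition above the mean plus 3 SD of all compounds in the same screening run, cut at about 4.5% in these data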;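 note: 0% = IMP-1 with DMSO and 100% = DMSO wells lacking enzyme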
#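 System – purified recombinant IMP-1 beta-lactamase · Input – IMP-1 dispensed at 0.2 nM · Timing – 15 min preincubation plus 25 min reaction at 25 °C · Signal – Epi-absorbance fluorescence, 480 nm excitation, 530 nm emission · Measure – percent IMP-1 inhibition derived from blank-referenced optical density · Controls – Enzyme-plus-DMSO low control, enzyme-free DMSO high control · Replication – singlicate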
# GalR3 antagonist: GalR3 antagonists in HEK293 cells, primary screen, cell-based, fluorescence readout | inhibition, % at 3 µM | 360,000 tested, 0.44% active | HEK293 GalR3-CNG cAMP membrane potential fluorescence; galR3 body fused to GalR1 C-terminus;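 active = inhibition above the screen-wide average plus 3 SD, cut at about 13% in these data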;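 note: forskolin and galanin both at EC90 stimulate the cells; cAMP rise reported by CNG channel membrane potential dye signal; 0% = forskolin plus galanin with DMSO and 100% = forskolin alone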
# V1aR counter: agonists of human V1a receptor, primary screen, counter-screen for OXTR agonist project, fluorescence, CHO-V1R cells | AID 2797, 2010 | activation, % at 3 µM | 320,000 tested, 0.25% active | Fluo-8 calcium fluorescence, agonist mode; 0% DMSO, 100% 3 nM vasopressin | Vasopressin V1a receptor (Homo sapiens), P37288;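 active = activation above the mean activation of all tested compounds plus 3 SD, per screening run, cut at about 20% in these data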;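 note: signal is peak over basal fluorescence ratio across a 100 second FLIPR read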
# * hit, by the source's call; x = not tested or not shown.
SMILES,NS3 helicase inh,DNA FID counter,VIM-2 inh,PHOSPHO1 inh,GPR7 antagonist,OXTR agonist,IMP-1 inhibitor,GalR3 antagonist,V1aR counter
CCOC(=O)c1c(C)[nH]c(C)c1C(=O)COC(=O)c1ccc(OC)c(OC)c1,-8.4,-24.3,-1.1,-3.7,-5.2,-0.7,-3.6,-5.6,1.0
C[n+]1cn(CC(O)COCc2ccccc2)c2ccccc21 (stereo unspecified),-3.8,0.9,0.3,-65.9,0.3,0.0,-1.2,-5.2,0.0
Cc1nc(=O)c(-c2ccccc2)c(C)n1-c1cccc(/C=C/C(=O)O)c1,4.6,-4.6,-2.1,44.2,7.6,0.1,-0.2,-8.7,1.1
O=C(CCNC(=O)C1CCN(S(=O)(=O)c2ccccc2)CC1)Nc1ccccc1,3.4,-21.0,-3.8,36.0,1.5,0.7,-3.9,-0.1,0.1
CCC(C)N(C(=O)c1csnn1)C(C(=O)NC1CCCC1)c1ccccc1F (stereo unspecified),-0.3,-35.8,1.4,10.3,-9.4,-0.6,-1.8,-5.0,-0.8
N#Cc1c(-c2ccc(Cl)cc2)c2c([nH]c1=S)CCCC2,1.8,-12.3,-4.1,-12.4,-7.0,10.7,-3.4,-6.7,2.5
CCOC(=O)c1cc(NC(=O)CCC(=O)O)ccc1N1CCCCC1,2.4,-22.9,-2.1,37.7,-1.7,-1.3,-1.3,-4.0,-0.4
CCOc1ccc(Cn2nnc(C(=O)NCCc3ccc(Cl)cc3)c2N)cc1,31.6,-15.2,-0.8,2.1,-14.9,-0.5,-2.8,-2.5,0.5
COCCN=c1scc(-c2cc(OC)c(OC)c(OC)c2)n1/N=C/c1c(C)[nH]c2ccccc12,-40.7,-22.8,-0.4,-15.9,-9.4,-1.2,-1.8,2.4,1.4
CC(=O)c1cc(C(=O)NC2CCCc3c2cnn3-c2cc(C)cc(C)c2)[nH]n1 (stereo unspecified),-15.1,-52.4,-0.6,-34.9,-14.3,-0.7,-1.8,-2.5,3.0
Cn1c(-c2ccccc2)cnc1NCc1ccc(F)cc1,1.7,0.9,-2.9,44.7,13.7,x,-1.8,-6.3,x
CSc1nc(-c2ccc(Cl)cc2)c(C#N)c(=O)n1C,-15.2,-2.8,-0.5,6.1,-13.9,-1.0,-4.3,-1.7,-1.9
CCOc1ccc(C(=O)NCc2ccncc2)cc1,-2.2,-1.0,-0.1,-8.7,-10.8,-0.6,-2.5,-2.7,1.2
O=[N+]([O-])c1cc(Br)c(OCc2nnc(-c3ccccc3)o2)c(Br)c1,-4.8,11.7,-1.5,13.3,-3.6,-0.7,-4.5,-1.2,-0.8
COc1cccc(Cn2c(NCC(C)C)nc3c2c(=O)n(C)c(=O)n3C)c1,-14.1,-29.6,0.6,2.9,1.2,-2.2,-3.1,-5.7,-0.5
CCOC(=O)C1C(=O)C=C(/C=C/c2ccc(N(C)C)cc2)CC1c1ccccc1 (stereo unspecified),2.4,0.7,4.0,0.8,0.2,38.1*,2.6,-4.2,45.0*
CCCCn1c(SCC(=O)Nc2cc(C)on2)nc2c1c(=O)n(C)c(=O)n2C,-2.3,7.1,-1.5,20.8,-6.5,-0.6,-4.6,-4.0,-0.5
CC1CCCC(C)N1C(=O)CSc1nnc(CSc2ncccn2)n1C (stereo unspecified),-24.9,-6.5,-1.3,-19.3,0.5,1.1,-3.7,-5.2,0.6
CCOC(=O)C1CCN(C(=O)C(CC)c2ccccc2)CC1 (stereo unspecified),-7.2,-20.0,1.2,48.4,-0.3,0.3,-0.6,-1.4,0.9
O=C(Nc1ccccc1N1CCN(C(=O)c2ccc(Cl)cc2)CC1)c1cc(Br)ccc1Cl,-8.4,-9.7,1.6,39.3,-1.2,-0.9,0.6,-2.8,0.8
CNS(=O)(=O)c1cc(NC(=O)CCNC(=O)c2ccco2)ccc1C,8.0,-3.7,-1.7,22.4,-17.9,1.7,-2.6,-0.5,-0.1
CCc1ccc(OCC(=O)NNC(=O)c2ccc(NC(=O)C3CC3)cc2)cc1,-35.7,-14.5,0.6,13.7,-4.2,9.1,3.3,x,5.6
Cc1ccc(C(=O)O)cc1NC(=S)NCCc1ccccc1,6.3,-13.5,-2.4,-29.3,-3.3,-0.3,-2.2,-3.8,1.0
Cn1c(=O)c2c(nc(NN=C3CCCC3)n2C)n(C)c1=O,15.0,-0.3,-5.4,24.0,0.8,-0.3,-3.7,-6.8,-2.0
CC1CCN(S(=O)(=O)c2cc(C(=O)N3CCN(c4ncccn4)CC3)ccc2Br)CC1,0.8,-5.6,-1.4,-4.0,-11.5,3.5,-5.0,-9.7,2.8

# Profiles, quoted from the list:
# Record of `N#Cc1c(-c2ccc(Cl)cc2)c2c([nH]c1=S)CCCC2` = NS3 helicase inh = 1.8; DNA FID counter = -12.3; VIM-2 inh = -4.1; PHOSPHO1 inh = -12.4; GPR7 antagonist = -7.0; OXTR agonist = 10.7; IMP-1 inhibitor = -3.4; GalR3 antagonist = -6.7; V1aR counter = 2.5
# Record of `CCC(C)N(C(=O)c1csnn1)C(C(=O)NC1CCCC1)c1ccccc1F` (stereo unspecified) = NS3 helicase inh = -0.3; DNA FID counter = -35.8; VIM-2 inh = 1.4; PHOSPHO1 inh = 10.3; GPR7 antagonist = -9.4; OXTR agonist = -0.6; IMP-1 inhibitor = -1.8; GalR3 antagonist = -5.0; V1aR counter = -0.8

# (next part)
SMILES,NS3 helicase inh,DNA FID counter,VIM-2 inh,PHOSPHO1 inh,GPR7 antagonist,OXTR agonist,IMP-1 inhibitor,GalR3 antagonist,V1aR counter
CCOC(=O)N1CCN(C(=O)c2cc(OC)c(OC)c(OC)c2)CC1,-5.4,-8.5,-0.3,25.3,-16.1,0.7,-2.6,-9.4,0.1
Cn1c(=O)c2c(nc(CN3CCc4ccccc4C3)n2Cc2ccc(F)cc2)n(C)c1=O,-14.9,-24.1,0.8,x,2.5,-1.0,-3.4,-4.0,-0.8
Cn1nc(C(F)(F)F)c(-c2ccccc2)c1NC(=O)c1cccnc1,-2.9,-1.9,-0.3,33.4,-10.2,1.9,-1.2,-2.4,0.6
O=c1c2nnn(-c3ccc(Cl)cc3)c2ncn1Cc1ccccn1,3.3,-2.9,-3.4,-11.8,-5.3,1.2,-3.0,-4.6,0.6
COc1ccccc1C(=O)Nc1ccc2[nH]ncc2c1,-3.5,-6.5,3.1,19.1,-3.6,x,1.7,-10.2,x
CC1=CC(C)(C)N(C(=O)CSc2nnc(N)s2)c2c(C)cc(C)cc21,3.6,-25.4,1.4,44.7,6.8,x,-0.8,-1.1,x
Cc1cc(C)c[n+](C[n+]2cc(C)cc(C)c2)c1,1.4,10.8,-5.9,12.9,8.0,0.9,-1.4,-1.5,0.6
COc1ccc(/C(=N\O)c2ncc(C(F)(F)F)cc2Cl)cc1,5.2,-10.7,-5.4,-7.1,-2.2,-2.0,-3.9,-4.9,-0.1
Cc1cccc(Nc2nc(N3CCCC3)nc(N3CCCC3)n2)c1,-18.4,1.0,1.5,4.6,-0.1,-0.9,-1.6,-5.5,-0.8
Cc1ccccc1OCCOCCN1CCCCCC1,-6.0,7.7,-0.8,8.3,5.4,0.7,1.0,-2.8,1.1
Cc1ccc(C(NC(=O)c2ccccc2)C(Cl)Cl)cc1 (stereo unspecified),6.3,-5.3,-1.1,-9.4,14.4,-2.0,-4.1,-7.0,-0.2
CCN1CCN(Cc2nc3c(c(=O)[nH]c(=O)n3C)n2Cc2ccccc2Cl)CC1,27.3,4.4,-5.4,-12.4,-19.0,-0.3,-3.1,x,0.1
COc1cc(-c2nc(CCNC(=O)c3ccco3)cs2)cc(OC)c1OC,-4.7,-37.4,-0.8,22.6,-11.4,0.5,-1.3,-2.5,5.0
Cc1cc(S(=O)(=O)N2CCOCC2)ccc1OCC(=O)NCCN1CCOCC1,2.1,-5.7,-1.7,40.5,-9.6,-0.5,-1.0,-5.9,-0.2
CSC1=C(C#N)C(c2ccccc2Cl)C(C(=O)c2cccs2)C(O)(C(F)(F)F)N1 (stereo unspecified),0.2,-11.4,-3.6,2.5,-1.5,-0.2,-1.4,-11.1,1.9
O=C(COC(=O)c1cc2ccccc2oc1=O)Nc1ccc(F)cc1F,-7.9,0.6,-0.1,10.5,-4.0,0.6,-0.9,0.3,-0.1
Cc1ccc(NCC(=O)N/N=C/c2ccc(-c3cccc(C(F)(F)F)c3)o2)cc1,0.2,-2.1,-2.9,-1.0,-4.3,-2.5,-4.6,-3.9,-1.2
CCCC(=O)c1ccc(N2CCN(C(=O)OCC)CC2)c(F)c1,-4.3,-17.9,-0.7,3.6,-3.6,4.3,-2.8,-2.9,5.8
CCOc1ncccc1C(=O)N1CCCSC1=Nc1ccc(C(C)=O)cc1,8.9,-17.2,1.2,12.7,15.8,-2.2,-1.4,-1.6,-0.7
O=C(Nc1c2c(nn1-c1ccc(Cl)cc1)CS(=O)(=O)C2)c1ccc2c(c1)OCO2,3.7,-4.9,0.3,38.7,-9.6,1.1,-3.4,-1.1,1.3
CC(=O)NCCC(=O)Nc1ccc(F)cc1C,10.2,-1.1,-1.8,15.0,-9.6,1.6,-1.9,1.2,-0.1
CN(c1ccccc1C(=O)Nc1ccc2c(c1)n(C)c(=O)n2C)S(C)(=O)=O,6.3,-4.6,-1.7,13.8,-8.7,0.6,-1.0,-2.2,0.4
CCc1ccccc1NC(=O)Cc1cn(C)c2ccccc12,0.0,-14.0,-1.4,25.6,-18.9,-2.2,-0.9,-5.9,0.0
N#Cc1ccc(Cl)cc1NC(=O)COC(=O)c1ccc(S(=O)(=O)N2CCCC2)cc1,1.1,1.3,-4.2,9.1,1.9,0.0,-8.1,-1.8,1.2
O=C(Nc1ccccn1)NC1CCS(=O)(=O)C1 (stereo unspecified),6.0,-1.6,-0.5,-16.0,0.6,0.1,-2.9,3.2,0.3
CN(C)S(=O)(=O)c1ccc(C(=O)OCC(=O)NC(=O)NCc2ccccc2)cc1,2.5,-6.1,0.1,-3.3,2.3,3.0,-0.5,-4.3,2.3
O=C(CSc1c(Cl)cccc1Cl)N1CCC(c2nc3ccccc3s2)CC1,0.4,-6.9,-3.3,12.1,-5.0,3.8,-0.6,-3.1,4.5
O=[N+]([O-])c1ccc(S(=O)(=O)NCC2COc3ccccc3O2)cc1 (stereo unspecified),-3.0,3.4,-4.4,41.2,4.9,3.7,-1.4,0.5,3.1
Cc1csc(SCC(=O)NCCc2ccc(Cl)cc2Cl)n1,-4.5,-21.0,-2.2,-2.4,-11.0,1.7,-1.1,-3.6,-0.8
COc1ccc(CNC(=O)C2CCN(S(C)(=O)=O)CC2)cc1,4.8,-5.5,1.0,8.8,-5.0,0.8,0.6,1.4,0.0

# Assay outcomes: PubChem BioAssay, several laboratories
